Assay outcomes: PubChem, several laboratories
procasp7 counter: counter-screen: procaspase-7 (human) activation; recombinant procaspase-7, Ac-DEVD-pNA absorbance 405 nm; D23A/D198A/D206A triple mutant, cannot self-cleave; scale: DMSO 0, 5 µM enzyme 100; activation, % at 8.5 µM; hit rate 0.093% among 330,000;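 active = percent activation above the screen-wide mean plus 3 SD, cut at about 25% in these data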
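Material: Procaspase-7 triple mutant (PC-7 D3A) | Quantity: 2 µM procaspase-7 mutant as dispensed | Reagent: DEVD-pNA substrate | Times: 1 h preincubation, 2 h reaction | Technique: 405 nm absorbance of p-nitroaniline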
LAP4-GFP MLPCN: alters LAP4-GFP fluorescence in TOR pathway yeast screen; hit rate 0.34% among 320,000; S. cerevisiae LAP4-GFP multiplex, flow cytometry GFP, 3 h; median GFP as percent of DMSO wells; GFP response vs DMSO, % at 10 µM; AID 2023;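 active = GFP response vs DMSO above a set limit, about the screen mean plus 3 SD, cut at about 150% in these data; inconclusive = under 70 cell events counted for the yeast strain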
CR mimetic SO: yeast age-related superoxide inhibition as caloric restriction mimetic. S. cerevisiae aged cells, superoxide DHE fluorescence; active compounds read low. superoxide response (% of plate mean), % at 10 µM. hit rate 0.18% among 330,000;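 active = superoxide response under a set limit, about three screen SD below normal, cut at about 65% in these data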;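 note: yeast aged for seven days with compound at 30 °C before DHE staining; 100% = average MFI of all compound-treated wells on the plate with controls excluded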
AHR act: activates the human aryl hydrocarbon receptor; P35869; AHR-responsive luciferase reporter cells, luminescence; activation, % at 5 µM; hit rate 2.5% among 320,000; in the data active = activation above about 47%;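 note: 0% = vehicle wells and 100% = reference agonist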
Target sequence (P35869 whole entry, looked up): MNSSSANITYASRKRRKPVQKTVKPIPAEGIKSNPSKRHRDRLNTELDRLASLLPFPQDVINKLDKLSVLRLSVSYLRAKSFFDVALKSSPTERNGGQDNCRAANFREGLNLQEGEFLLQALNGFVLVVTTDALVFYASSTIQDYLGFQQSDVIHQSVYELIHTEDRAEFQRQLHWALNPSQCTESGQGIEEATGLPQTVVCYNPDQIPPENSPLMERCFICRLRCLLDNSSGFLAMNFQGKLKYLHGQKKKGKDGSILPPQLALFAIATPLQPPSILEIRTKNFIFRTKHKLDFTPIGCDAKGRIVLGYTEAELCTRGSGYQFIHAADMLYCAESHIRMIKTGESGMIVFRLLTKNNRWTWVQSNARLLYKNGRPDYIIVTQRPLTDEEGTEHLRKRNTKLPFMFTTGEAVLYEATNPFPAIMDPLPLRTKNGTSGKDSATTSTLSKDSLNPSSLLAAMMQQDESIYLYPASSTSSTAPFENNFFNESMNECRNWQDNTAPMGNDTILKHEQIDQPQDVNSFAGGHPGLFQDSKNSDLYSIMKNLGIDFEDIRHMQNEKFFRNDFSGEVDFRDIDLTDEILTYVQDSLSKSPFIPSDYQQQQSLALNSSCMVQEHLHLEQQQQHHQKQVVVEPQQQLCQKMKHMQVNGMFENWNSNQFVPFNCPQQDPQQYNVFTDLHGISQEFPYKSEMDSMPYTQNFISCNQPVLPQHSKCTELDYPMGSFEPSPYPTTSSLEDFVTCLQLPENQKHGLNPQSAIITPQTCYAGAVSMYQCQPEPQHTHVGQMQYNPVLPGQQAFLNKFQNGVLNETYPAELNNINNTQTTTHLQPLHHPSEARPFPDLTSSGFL
procasp3 activ: activators of human procaspase-3 | P42574 | recombinant procaspase-3 D3A, Ac-DEVD-pNA absorbance 405 nm | activation, % at 8.5 µM | hit rate 0.11% among 330,000 | AID 463141;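 active = activation above the mean of all tested compounds plus 3 SD, cut at about 21% in these data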;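 note: 0% = DMSO alone and 100% = DMSO wells spiked with extra 5 µM PC-3 D3A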
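Evaluation: percent activation relative to control range; Material: Procaspase-3 D3A mutant, all three cleavage aspartates alanine; Compound: single dose, 8.5 µM nominal compound, 0.8% DMSO; Replication: one well per compound; Signal: absorbance at 405 nm, 0 and 120 min; Schedule: 1 h preincubation plus 2 h reaction at 25 °C.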
RPL19A-GFP yeast: modulators of TOR pathway RPL19A-GFP in S. cerevisiae; S. cerevisiae RPL19A-GFP strain, flow cytometry, 3 h; active compounds read low; AID 2025; percent response vs DMSO, % at 10 µM; hit rate 0.3% among 330,000;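 active = percent response vs DMSO below 50%; inconclusive = fewer than 70 events counted for the yeast strain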;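 note: median channel GFP fluorescence of the barcoded RPL19A-GFP strain; ratio of sample median GFP to plate DMSO average so 100% = DMSO; lower means less RPL19A-GFP as with rapamycin TOR inhibition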
GASC-1 inh: blocks human GASC-1 demethylase activity. Q9H3R0. GST-JMJD2C(1-420) H3K9me3 demethylation, DELFIA europium. inhibition, % at 2.35 µM. hit rate 0.069% among 330,000. AID 2099;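 active = more than half of a compound's replicate wells show inhibition beyond 50%, single wells judged on their own value; inconclusive = some, but no more than half, of replicates pass 50% inhibition; inactive = no replicate passes 50% inhibition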;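 note: signal counts dimethyl H3K9 product captured on neutravidin plate; 0% = median of DMSO wells and 100% = 0.3 times that DMSO median; strong numbers were not always called active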
MEP2 TOR yeast: yeast TOR pathway MEP2-GFP modulation. S. cerevisiae MEP2-GFP strain, flow cytometry GFP, 3 h; 100% = DMSO control level. GFP response vs DMSO, % at 10 µM. hit rate 0.51% among 330,000. AID 2016;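 active = GFP response versus DMSO above a set limit, roughly screen mean plus 3 SD, cut at about 180% in these data; inconclusive = fewer than 70 cells counted for a yeast strain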;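 note: median GFP fluorescence of the barcode-gated MEP2-GFP cells per well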
Active calls of the source: *; ? = inconclusive; . = not tested or not shown; [ ] = remark or other dose.

SMILES	procasp7 counter	LAP4-GFP MLPCN	CR mimetic SO	AHR act	procasp3 activ	RPL19A-GFP yeast	GASC-1 inh	MEP2 TOR yeast
CCN(CC)CCN(Cc1cc2cc3c(cc2[nH]c1=O)OCO3)C(=S)NCc1ccco1	8	95	98	41	3	93	-23	106
CCC(C)NC(=O)C1CC(c2cccc(OC)c2)=NO1 (centres undefined)	-1	104	80	3	2	100	-3	104
COc1ccc2c(c1)N(C)/C(=C1/SC(=NCc3ccccc3)N(c3ccccc3)C1=O)S2	-3	106	106	-2	0	101	10	110
O=S(=O)(Nc1ccc(S(=O)(=O)Nc2ncccn2)cc1)c1ccc(Cl)cc1	3	85	99	1	-3	93	-5	103
O=C(CCSCc1ccc(Cl)cc1)NC1CCCC1	11	103	119	-1	-6	100	-7	103
COc1ccccc1CNC(=O)c1cc(-c2ccccc2)nn1CC1CC(c2cccc([N+](=O)[O-])c2)=NO1 (centres undefined)	-2	.	.	4	6	.	-7	.
N#Cc1c(-c2ccco2)cc(C2CC2)nc1N	3	106	90	6	1	101	-35	102
COc1ccc(CC(=O)Nc2ccc3c(c2)C(=O)N(CCC(=O)O)C3=O)cc1	3	89	100	0	-7	105	-10	99
CCCC(=O)NC(c1ccc(C(C)C)cc1)c1ccc2cccnc2c1O (centres undefined)	-13	100	112	8	3	94	7	92
COc1ccccc1NC(=O)c1ccc2nc(N3C(=O)CCC3=O)sc2c1	15	99	93	9	-8	96	3	99
CC(Cc1ccccc1)NC(=O)CC(c1ccccc1)c1ccccc1O (centres undefined)	4	87	101	1	8	106	-1	110
Nc1c(C(=O)OCC2CCCO2)c2nc3ccccc3nc2n1C1CCCCC1 (centres undefined)	10	105	101	6	0	97	?	98
O=C1CCC(=O)N1CCSC(=S)N1CCSCC1	7	112	112	0	6	98	7	92
Cc1ccc(CNC(=O)CCC(=O)N2CC(C)Sc3ccccc32)cc1 (centres undefined)	8	103	99	-1	-3	101	-1	99
CCn1c(=O)c(C(=O)Nc2nc3ccccc3[nH]2)c(O)c2ccccc21	10	176*	105	14	3	67	-2	126
CCOc1ccc(NC(=O)CN(c2cccc(C(F)(F)F)c2)S(C)(=O)=O)cc1	6	98	96	3	10	104	4	99
COc1ccc(-c2c3c(=O)n(C)c(=O)n(C)c3cn2-c2ccc(O)cc2)cc1	1	106	74	0	-2	99	-6	100
CC1CN(Cc2c(O)ccc3c2oc(=O)c2ccccc23)CC(C)O1 (centres undefined)	-14	109	81	3	-10	98	54*	97
CCCC(CCC(=O)NC1CCCCC1)C(=O)O (centres undefined)	3	109	114	0	-2	105	7	99
CCSc1nnc(NC(=O)c2nc(S(=O)(=O)Cc3ccc(F)cc3)ncc2Cl)s1	-1	106	81	0	4	96	-16	108

Record cards, from the list above. Order of screens: procasp7 counter	LAP4-GFP MLPCN	CR mimetic SO	AHR act	procasp3 activ	RPL19A-GFP yeast	GASC-1 inh	MEP2 TOR yeast
N#Cc1c(-c2ccco2)cc(C2CC2)nc1N is entered as 3	106	90	6	1	101	-35	102
Cc1ccc(CNC(=O)CCC(=O)N2CC(C)Sc3ccccc32)cc1 (centres undefined) is entered as 8	103	99	-1	-3	101	-1	99
CCn1c(=O)c(C(=O)Nc2nc3ccccc3[nH]2)c(O)c2ccccc21 is entered as 10	176*	105	14	3	67	-2	126
CC(Cc1ccccc1)NC(=O)CC(c1ccccc1)c1ccccc1O (centres undefined) is entered as 4	87	101	1	8	106	-1	110

Returning to the listing; the three compounds before the break are reprinted first.
SMILES	procasp7 counter	LAP4-GFP MLPCN	CR mimetic SO	AHR act	procasp3 activ	RPL19A-GFP yeast	GASC-1 inh	MEP2 TOR yeast
CC1CN(Cc2c(O)ccc3c2oc(=O)c2ccccc23)CC(C)O1 (centres undefined)	-14	109	81	3	-10	98	54*	97
CCCC(CCC(=O)NC1CCCCC1)C(=O)O (centres undefined)	3	109	114	0	-2	105	7	99
CCSc1nnc(NC(=O)c2nc(S(=O)(=O)Cc3ccc(F)cc3)ncc2Cl)s1	-1	106	81	0	4	96	-16	108
CCCCc1nc(SCC(=O)Nc2ncccn2)n[nH]1	9	104	89	0	10	101	25	103
CC(C)(C)S(=O)(=O)/C(C#N)=C/c1sccc1C1OCCO1	-3	100	112	4	-15	93	5	97
CCOC(=O)N1CCN(S(=O)(=O)CCNC(=O)c2ccc(OC)cc2)CC1	8	94	89	-1	2	87	-21	89
Cc1nnc(SC(C(=O)c2ccccc2)c2ccccc2)[nH]c1=O (centres undefined)	-10	107	82	2	13	107	-4	107
Cc1[nH]c2ccc(C(=O)NCCCN3CCCCCC3)cc2c1C	19	89	89	4	1	99	9	99
O=C(O)c1cc2ccc3cccc4ccc(c1)c2c34	1	99	132	1	2	106	-5	106
CCC(C(=O)OCC(=O)Nc1cc(Cl)ccc1Cl)c1ccccc1 (centres undefined)	-2	86	95	-3	5	97	8	92
CC/C(=N\NC(=O)c1ccc2c(c1)OCO2)c1ccccc1	.	76	97	.	.	125	-6	106
CCCCN1C(=O)C(O)(CC(=O)c2c(C)coc2C)c2ccccc21 (centres undefined)	-6	105	84	2	-5	110	3	110
O=C(COc1cccnc1[N+](=O)[O-])Nc1cccc(S(=O)(=O)N2CCOCC2)c1	11	?	93	-1	11	?	1	?
O=C(CSc1ccccc1)Nc1cc(Cl)ccc1Oc1ccccc1	-1	105	108	3	9	102	-6	109
CCOc1ccc(NCc2cccn2-c2nnc(N3CCC(C(=O)NCCCN4C(C)CCCC4C)CC3)s2)cc1 (centres undefined)	5	91	105	1	1	95	-3	103
O=C(NCC(c1cccnc1)N1CCN(c2ccc(F)cc2)CC1)c1ccccc1 (centres undefined)	6	109	112	-2	-1	103	15	105
CCC(CC)C(=O)c1c[nH]c(C(=O)NCCOC)c1	6	96	101	0	9	98	-8	94
O=C(CCC(=O)OCc1cccc([N+](=O)[O-])c1)Nc1ccccc1Cl	4	115	119	-3	5	96	-18	102
O=C(OC(C(=O)Nc1cc(Cl)cc(Cl)c1)c1ccccc1)C1=COCCO1 (centres undefined)	-3	.	97	6	3	.	3	.
CCN1C(=O)C(CC(=O)Nc2cccc(C(C)=O)c2)S/C1=N\c1ccccn1 (centres undefined)	1	89	92	2	2	101	-5	96
O=Cc1c[nH]c2ccc(C(=O)c3ccccc3)cc12	-6	108	92	11	-10	104	-2	124
COc1ccccc1Cc1nc(-c2cccnc2)no1	8	99	97	3	4	96	-3	91
CC(C)(C)NC(=O)CSc1nnc(-c2ccco2)n1Cc1ccco1	-4	108	127	0	0	107	25	106

Fetched by compound from above, 2 records:
SMILES	procasp7 counter	LAP4-GFP MLPCN	CR mimetic SO	AHR act	procasp3 activ	RPL19A-GFP yeast	GASC-1 inh	MEP2 TOR yeast
CC1CN(Cc2c(O)ccc3c2oc(=O)c2ccccc23)CC(C)O1 (centres undefined)	-14	109	81	3	-10	98	54*	97
O=C(COc1cccnc1[N+](=O)[O-])Nc1cccc(S(=O)(=O)N2CCOCC2)c1	11	?	93	-1	11	?	1	?

(cont.)
SMILES	procasp7 counter	LAP4-GFP MLPCN	CR mimetic SO	AHR act	procasp3 activ	RPL19A-GFP yeast	GASC-1 inh	MEP2 TOR yeast
CCOC(=O)c1cc2c(=O)n3ccccc3nc2n(CC2CCCO2)c1=NC(=O)/C=C/c1ccccc1 (centres undefined)	-15	100[may fluoresce violet]	100	1	-9	85[may fluoresce violet]	-14	113[may fluoresce violet]
CCC(=O)Nc1c(-c2ccc3ccccc3c2)nc2ccccn12	-2	99	100	50*	-2	100	1	113
CC1CCN(C2CC(=O)N(c3ccc(Br)cc3Br)C2=O)CC1 (centres undefined)	-33	95	91	9	-21	99	2	98
Cc1ccc(-c2nc(-c3ccncc3)no2)c(Cl)c1	7	87	106	-1	5	101	-2	98
CC(C)c1ccc(-c2nnc(SCC(=O)NC3CC3)n2C)cc1	0	88	104	8	-13	104	.	97
CS(=O)(=O)N1CCCC(C(=O)Nc2ccccc2Cl)C1 (centres undefined)	8	95	103	7	7	102	3	97
O=C(Nc1cccc(N=Cc2cc(Cl)cc(Br)c2O)c1)c1ccco1	-14	128	85	8	10	95	3	96
C[C@@H]1CN([C@H](C)CO)C(=O)Cc2cc(NS(=O)(=O)c3cn(C)cn3)ccc2O[C@H]1CN(C)S(=O)(=O)c1ccc(Cl)cc1	12	106	88	-1	5	100	.	97
COc1ccc(OC)c(-n2cnnn2)c1	-3	103	107	-1	-2	102	-4	108
O=C(NCc1ccc(Cl)cc1)c1csc(-c2cccnc2)n1	7	103	91	52*	0	109	-30	105
CCNC(=O)NNC(=O)C1CC(c2cccs2)=NO1 (centres undefined)	4	98	82	3	3	107	6	106
O=C(COC(=O)CSc1ccc2ccccc2c1)NCc1ccc2c(c1)OCO2	17	92	113	-4	7	103	2	104
CCOc1cc(N2CCOCC2)c(OCC)cc1NC(=O)Cc1ccccc1OC	-2	95	126	6	-1	100	3	95
CCCCN(C(=O)CSc1nnnn1-c1ccccc1OC)C1CCS(=O)(=O)C1 (centres undefined)	5	97	119	3	5	95	0	92
C(=N\N=C\c1ccccn1)/c1ccccn1	8	90	100	3	1	95	1	98
O=c1ccc(S(=O)(=O)N2CCCC2)c[nH]1	4	90	85	-1	2	93	-13	92
CC(C)[C@@H](CSc1ccccc1)N1CCN(Cc2ccccc2)CCC1=O	8	89	101	1	0	98	-27	96
CCCn1nc(C(=O)N2CC(=O)Nc3ccccc32)c2ccccc2c1=O	6	103	94	1	12	99	-22	99
Nc1nc2c(s1)C(=O)CC(c1ccccc1)C2 (centres undefined)	3	114	98	1	0	109	-1	114
COC(=O)Nc1ccc(S(=O)(=O)Nc2ccc(C(=O)O)cc2)cc1	-1	103	108	1	-9	100	-8	98
CCN(CC(=O)NCc1ccc(F)cc1)C(=O)c1cc2ccccc2o1	5	96	92	-1	5	99	-4	100
CC(=O)Oc1ccc(C(=O)Nn2cnnc2)cc1	-1	99	82	0	10	98	60	107
CCCS(=O)(=O)n1nc(-c2ccc(OC)cc2)cc1N	10	100	94	25	9	97	-1	102
Cc1ccc(NC(=O)COc2ccc3c(c2)CCC3)nc1	-3	113	127	13	-6	102	1	97
O=C(OCCN1CCN(C2=NS(=O)(=O)c3ccccc32)CC1)c1ccccc1F	-14	83	103	0	8	109	24	106

Random draw from the library. About 3.8% of those tested had a hit in this group.
